Compound activity from PubChem BioAssay.
HP1b binding inh – HTS for Inhibitors of HP1-beta Chromodomain Interactions with Methylated Histone Tails | AlphaScreen HP1-beta / biotin-H3K9me3 peptide binding | Potency, µM (top dose mostly 114 µM), without a hit: top-dose activity change, negative = inhibition, actives largely listed as inhibitors | 390,000 tested, 0.56% active | AID 540317, 2011; also: potency is read from the fitted curve at half-maximal effect; nearly all actives have a fitted effect of over 70% in size; inactives centre near 23
Target sequence (P83916 whole entry, looked up): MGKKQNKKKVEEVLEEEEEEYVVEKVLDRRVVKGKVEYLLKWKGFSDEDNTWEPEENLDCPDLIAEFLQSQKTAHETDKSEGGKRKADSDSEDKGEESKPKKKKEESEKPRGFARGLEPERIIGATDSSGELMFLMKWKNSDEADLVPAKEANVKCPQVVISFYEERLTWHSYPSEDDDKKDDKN
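AlphaScreen: HP1-beta (50 nM) preformed 30 min with biotin-H3(1-18)K9me3 peptide (50 nM) in PBS pH 7.4, 0.01% Tween-20. Compound added for 30 min at RT, then streptavidin donor/nickel chelate acceptor beads (10 ug/mL) for 30 min.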
ERG Ets-DNA blk – qHTS for Small Molecule Inhibitors of the ERG Ets/DNA interaction. Transcriptional regulator ERG (Homo sapiens), P11308. fluorescence polarization, His-ERG Ets domain / labelled DNA. Potency, µM (titrated, usually from 76.9 µM), without a hit: at the top dose FP activity, negative = inhibition, actives largely listed as inhibitors. 370,000 tested, 0.028% active. AID 624246, 2012; active = well fitted inhibition curve with a large enough effect in the polarisation, with a control signal flat; inconclusive = small, poorly fitted or top-dose-only effect, or effect the other way, or a change in a side signal; inactive = no such curve, though single readings can be large or run the other way; the % refers to the polarisation;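 also: polarization taken with two DNA probes labelled with fluorescein and Texas red; potency is read from the fitted curve at half-maximal effect; % of control where 0% means no effect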
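His-tagged ERG Ets domain (1 uM in the protein solution; 300mM KCl, 50mM Tris-HCl, 1mM EDTA, 1mM DTT, pH 7.5) received compound, then a probe mix of 5 nM fluorescein-DNA and 100nM Texas-615-DNA. Fluorescence polarization was read for both dyes.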
PI4K2A inh – qHTS for small molecular inhibitors of PI4K2A; purified PI4K2A, ADP-Glo luminescence, 1 h; active compounds read low; 420,000 tested, 0.13% active; Phosphatidylinositol 4-kinase type 2-alpha (Homo sapiens), Q9BTU6; AID 1346378, 2018; activity change, negative = inhibition, % at 76.9 µM; in the data active = activity change below about -50%; inconclusive = mostly about -30% to -49%;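 also: -100% = wells without enzyme as full effect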
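ADP-Glo luminescence measured ADP generated by PI4K2A enzyme (4 ug/mL before mixing) with 1.2 mM PI substrate (pre-mix) and 300 microM ATP (pre-mix). Tris pH7.5 buffer with MgCl2, Triton X-100; 1 h reaction at ambient temperature.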
JMJD2A Tudor inh – qHTS Assay for Inhibitors of JMJD2A-Tudor Domain | AlphaScreen JMJD2A-Tudor / H3K4me3 peptide binding | AID 504339, 2011 | Potency, µM (titrated, usually from 114 µM), inactives show at the highest dose activity change, negative = inhibition, usual class: inhibitors | 390,000 tested, 4.4% active; also: potency is read from the fitted curve at half-maximal effect; % is scaled to controls: 0 for no effect and ±100 for the full control effect; nearly all actives have a fitted effect of over 50% in size
Tb PGK inh – qHTS Assay to Find Inhibitors of Phosphoglycerate Kinase | PGK/GAPDH coupled, Kinase-Glo luminescence, 60 min | AID 602233, 2012 | Potency, µM (series often up to 57.5 µM), inactives show at the highest dose activity change, negative = inhibition, hits mostly inhibitors | Phosphoglycerate kinase, glycosomal (Trypanosoma brucei brucei), P07378 | 380,000 tested, 0.043% active; also: potency is read from the fitted curve at half-maximal effect; % is scaled to controls: 0 for no effect and ±100 for the full control effect; nearly all actives have a fitted effect of over 60% in size
Target sequence (P07378 whole entry, looked up): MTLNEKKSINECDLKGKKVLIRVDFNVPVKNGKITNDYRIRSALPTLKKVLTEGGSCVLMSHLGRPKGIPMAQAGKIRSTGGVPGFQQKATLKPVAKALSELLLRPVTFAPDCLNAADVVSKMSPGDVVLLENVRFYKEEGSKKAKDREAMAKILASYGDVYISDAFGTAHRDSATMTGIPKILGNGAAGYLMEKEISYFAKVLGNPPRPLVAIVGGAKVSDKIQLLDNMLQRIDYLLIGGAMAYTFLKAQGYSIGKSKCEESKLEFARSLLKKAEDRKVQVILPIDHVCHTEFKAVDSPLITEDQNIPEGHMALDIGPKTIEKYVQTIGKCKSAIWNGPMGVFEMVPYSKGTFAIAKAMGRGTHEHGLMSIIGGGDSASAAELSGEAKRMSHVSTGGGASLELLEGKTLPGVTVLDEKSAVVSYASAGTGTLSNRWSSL
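Recombinant glycosomal PGK reaction used 1,3-bisphosphoglycerate generated in-well by GAPDH (100nM final) in 100mM TEA pH 7.6, 5mM MgCl2, 0.01% Tween-20. After 60 minutes at room temperature, ATP was read by Kinase-Glo Plus luminescence end-point.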
Pin1 inhibitor – qHTS Assay to Find Inhibitors of Pin1; Pin1 FP peptide displacement, HiFluor488, 10 min; Potency, µM (highest dose often 115 µM), inactives show at the highest dose activity, negative = inhibition, most hits filed as inhibitors; 390,000 tested, 0.009% active; AID 504891, 2011; active = well fitted inhibition curve with a large enough effect in the polarisation, with a control signal flat, not every such curve was filed as active; inconclusive = small, poorly fitted or top-dose-only effect, or effect the other way, or a change in a side signal; inactive = no such curve, though single readings can be large or run the other way; the % refers to the polarisation; also: potency is read from the fitted curve at half-maximal effect; % is scaled to controls: 0 for no effect and ±100 for the full control effect
Target sequence (Q13526 whole entry, looked up): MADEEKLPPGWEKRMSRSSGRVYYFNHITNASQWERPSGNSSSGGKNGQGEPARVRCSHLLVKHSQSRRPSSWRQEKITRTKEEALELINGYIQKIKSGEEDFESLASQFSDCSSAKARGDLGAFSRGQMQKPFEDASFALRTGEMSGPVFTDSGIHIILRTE
GLS inhibitor – qHTS for Inhibitors of Glutaminase (GLS); Glutaminase kidney isoform, mitochondrial (Homo sapiens), O94925; GLS enzymatic activity, qHTS titration; Potency, µM (highest dose often 45.5 µM), for inactives: top-dose activity change, negative = inhibition, usual class: inhibitors; 410,000 tested, 0.21% active; AID 624170, 2012; also: potency is read from the fitted curve at half-maximal effect; % is scaled to controls: 0 for no effect and ±100 for the full control effect
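Read-out is an Amplex red fluorescence increase coupled through glutamate oxidase and HRP, measured before and after 30 min room-temperature incubation. hKGA is in 45 mM KH2PO4 (pH 8.2) with 0.02% Tween-20; glutamine added as 1mM solution.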
BAZ2B inh – qHTS Assay for Inhibitors of BAZ2B; Bromodomain adjacent to zinc finger domain protein 2B (Homo sapiens), Q9UIF8; Potency, µM (highest dose often 114 µM), for inactives: top-dose activity change, negative = inhibition, actives largely listed as inhibitors; AlphaScreen BAZ2B-H3K14Ac peptide displacement; 360,000 tested, 4.4% active; AID 504333, 2011; also: potency is read from the fitted curve at half-maximal effect; % is scaled to controls: 0 for no effect and ±100 for the full control effect; nearly all actives have a fitted effect of over 60% in size
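AlphaScreen displacement of biotin-H3(5-23)K14Ac peptide (50 nM final) from BAZ2B (50 nM final) in PBS pH 7.4, 0.01% Tween-20; complex preformed 30 min RT, then compounds (top 110 uM) 30 min RT, beads 20 min dark.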
G9a inh – qHTS Assay for Inhibitors of Histone Lysine Methyltransferase G9a | G9a H3K9 monomethylation, AlphaScreen, 2 h | Potency, µM (doses to about 102 µM), without a hit: at the top dose activity, negative = inhibition, hits mostly inhibitors | Histone-lysine N-methyltransferase EHMT2 (Homo sapiens), Q96KQ7 | 350,000 tested, 8.8% active; also: potency is read from the fitted curve at half-maximal effect; % is scaled to controls: 0 for no effect and ±100 for the full control effect; nearly all actives have a fitted effect of over 75% in size
Target sequence (Q96KQ7 913-1193 limits assumed): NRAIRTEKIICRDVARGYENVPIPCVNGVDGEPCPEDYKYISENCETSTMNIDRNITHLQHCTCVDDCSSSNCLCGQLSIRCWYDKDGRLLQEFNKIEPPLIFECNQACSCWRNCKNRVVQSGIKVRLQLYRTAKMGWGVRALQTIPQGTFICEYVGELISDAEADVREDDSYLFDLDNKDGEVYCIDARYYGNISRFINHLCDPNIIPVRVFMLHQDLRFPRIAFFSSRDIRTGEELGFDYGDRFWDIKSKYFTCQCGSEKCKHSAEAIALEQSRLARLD
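Chemiluminescent proximity detection of H3K9 monomethylation, read after 10 min bead incubation in the dark. Reaction: 20 nM G9a, 500 nM biotin-H3K9 peptide, 20 uM SAM cofactor, 2 h, room temperature, following 15 min enzyme-compound preincubation.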
An asterisk follows results filed as active; i = inactive; ? = inconclusive; · = no result given; [ ] = another dose, or the depositor's remark. Unless noted, calls follow the shape of the dose curve; as a rule, active = well fitted curve in the direction sought with a large enough effect; inconclusive = small, poorly fitted or top-dose-only effect, or another doubt; inactive = no such curve, though single readings can be large; an effect the other way counts as inactive or inconclusive.

Every second line gives: HP1b binding inh	ERG Ets-DNA blk	PI4K2A inh	JMJD2A Tudor inh	Tb PGK inh	Pin1 inhibitor	GLS inhibitor	BAZ2B inh	G9a inh
1	COc1ccc(/C=C/C(=O)Nc2nonc2NC(C)=O)cc1
  24%	-2%	-4	4%[57.1 µM]	-4%	9%	4%	-5%	31%[59 µM]
2	CC(C)CCOc1ccc(C(=O)NCC2OCCc3ccccc32)cc1 (stereo unspecified)
  49%[activator]	-1%	-3	-2%	·	-9%	-1%	-1%	10%[59 µM]
3	CC1CCCN(C(=O)c2ccc3c(c2)C(=O)N(CCC2=CCCCC2)C3=O)C1 (stereo unspecified)
  13%	-7%	-6	-12%	0%	-15%	1%	-8%	40µM*
4	CC1(C)c2[nH]c3ccccc3c2C[C@@H]2C(=O)N(Cc3ccco3)C(=O)N21
  20%	·	1	-33%	2%	-2%	-1%	·	·
5	CC(=O)c1cccc([N+](=O)[O-])c1
  22%	5%	-4	-8%	-4%	-2%	-2%	1%	-3%[0.501 µM]
6	COc1cccc(-c2n[nH]c3c2C(c2ccccn2)N(C)C3=O)c1 (stereo unspecified)
  1%	4%	-6	-20%	2%	-10%	-2%	-2%	12%[59 µM]
7	CN(Cc1ccccc1)C(=O)c1cccc(N2C(=O)C3CC=CCC3C2=O)c1 (stereo unspecified)
  50%[activator]	-22%	5	4%	-5%	-8%	-11%	1%	-7%[2.33 µM]
8	COC(=O)c1ccc(NCCC(=O)O)cc1
  ?	-2%	-1	-21%	-4%	3%	23%	2%	-49%[59 µM]
9	COc1ccc(Oc2nc3c(c(=O)n(C)c(=O)n3C)n2Cc2ccccc2)cc1
  -7%	-1%	2	-24%[57.1 µM]	i	-1%	1%	-2%	13%
10	COc1ccc(NC(=O)Cn2c(=O)n(-c3ccc(OC)cc3)c(=O)c3ccc(C(=O)NCc4ccc(C)cc4)cc32)cc1
  17%	0%	-4	-11%	-11%	7%	3%	·	6%[59 µM]
11	Cc1cc(=O)n2nc(N3CCCC(C(=O)NCCCN4CC(C)CC(C)C4)C3)sc2n1 (stereo unspecified)
  31%	-6%	-3	-4%	3%	2%	1%	-2%	·
12	Oc1ccc(/C=N/Nc2ncc(Br)cn2)c(O)c1
  15%	1%	0	?	-2%	-3%	24%	14µM*	49%[activator][59 µM]
13	O=C(Nc1nccs1)C(=O)c1c[nH]c2ccccc12
  33%	-2%	-2	-34%	-12%	14%	0%	-12%	?
14	Cc1ccc(C)c(NC(=O)CCn2nc(C)c3c(C)n(-c4ccccc4)nc3c2=O)c1
  14%	-1%	-4	-2%	0%	-9%	0%	-8%	-20%[59 µM]
15	O=C(OCc1ccco1)c1ccc2c(c1)N(Cc1cccc(F)c1)C(=O)c1ccccc1S2
  9%[57 µM]	-1%	3	-34%	-4%	9%	-11%	-11%	5%[59 µM]
16	COCC1CCN(C(=O)c2ccc3oc(Cc4ccccc4)nc3c2)C1 (stereo unspecified)
  28%	9%	-1	1%	1%	2%	8%	-37%	-80%
17	c1ccc(Cn2nnnc2C(c2cccs2)N2CCCCCC2)cc1 (stereo unspecified)
  52%[activator]	·	-2	-6%	·	9%	-9%	4%	?
18	COc1cc(OC)cc(-n2nnnc2SCC(=O)NCCc2ccc(OC)c(OC)c2)c1
  20%	-1%	10	-13%	-5%	2%	-4%	-18%	-23%
19	CCOc1ccc(C(=O)Nc2ccc(C(=O)OCc3cc(=O)n4ccsc4n3)cc2)cc1
  40%[activator]	1%	-1	-9%	i	30%[activator]	4%	1%	19%[59 µM]
20	CC(C)=CCC/C(C)=C/C=N/NC(=O)c1ccc([N+](=O)[O-])cc1
  37%	0%	2	-17%	0%	-4%	0%	6%	?

Compound profiles (already shown):
`O=C(OCc1ccco1)c1ccc2c(c1)N(Cc1cccc(F)c1)C(=O)c1ccccc1S2` in the list: HP1b binding inh = 9%[57 µM]; ERG Ets-DNA blk = -1%; PI4K2A inh = 3; JMJD2A Tudor inh = -34%; Tb PGK inh = -4%; Pin1 inhibitor = 9%; GLS inhibitor = -11%; BAZ2B inh = -11%; G9a inh = 5%[59 µM]
`CN(Cc1ccccc1)C(=O)c1cccc(N2C(=O)C3CC=CCC3C2=O)c1` (stereo unspecified) in the list: HP1b binding inh = 50%[activator]; ERG Ets-DNA blk = -22%; PI4K2A inh = 5; JMJD2A Tudor inh = 4%; Tb PGK inh = -5%; Pin1 inhibitor = -8%; GLS inhibitor = -11%; BAZ2B inh = 1%; G9a inh = -7%[2.33 µM]

(continued)
Every second line gives: HP1b binding inh	ERG Ets-DNA blk	PI4K2A inh	JMJD2A Tudor inh	Tb PGK inh	Pin1 inhibitor	GLS inhibitor	BAZ2B inh	G9a inh
21	CCn1c(-c2csc(-c3ccc(Cl)cc3)n2)n[nH]c1=S
  50%[activator]	-2%	9	-3%	0%	?	-16%	6%	?
22	CCc1cccc(NC(=O)Cc2ccc([N+](=O)[O-])cc2)c1
  3%	-1%	-3	-15%	0%	9%	5%	0%	-3%[59 µM]
23	CCC1CCCCN1C(=O)CCc1nnc(C2CCCCC2)o1 (stereo unspecified)
  12%	10%	-1	-7%	-1%	-1%	0%	-8%	·
24	N#CCCN(C(=O)CN1CCN(S(=O)(=O)c2ccc3c(c2)OCCO3)CC1)c1ccc(F)cc1
  16%	0%[15.4 µM]	-1	-26%	-1%	-1%	12%	13%	?
25	Nc1nonc1-n1nnc(C(=O)N/N=C/c2ccccc2O)c1CN1CCCC1
  55%[activator]	-2%	-3	?	-1%	12%	20%	·	·
26	COc1ccc(NC(=O)CCNS(=O)(=O)c2ccc3c(c2)CCCC(=O)N3)cc1
  14%	0%	-3	-13%	0%	-9%	4%	8%[57.1 µM]	-29%[59 µM]
27	Cc1oc(C(C)(C)C)cc1C(=O)Nc1ccc(N2CCOCC2)cc1
  -10%	-6%	-1	-17%	9%	1%	-2%	-25%	45µM*
28	O=C(C1=C[C@H](c2ccc(C(F)(F)F)cc2)C[C@H](OCc2ccc(CO)cc2)O1)N1CCN(Cc2ccccc2)CC1
  11%	-10%	-2	?	-7%	37%[activator]	-7%	-31%	?
29	CCC(=O)NC(=S)NNC(=O)c1ccc(OC)cc1
  32%	·	-2	22µM*	-9%	1%	0%	4%	22µM*
30	O=C(Nc1nnc(C2CC2)s1)C1Cc2ccccc2CN1S(=O)(=O)c1ccccc1F (stereo unspecified)
  13%	·	-6	-19%	5%	17%	5%	-23%	45%
31	COC(=O)c1ccc(C)c(NS(=O)(=O)c2ccc(NC(C)=O)cc2)c1
  18%	1%	5	-11%	-5%	?	3%	0%	5%
32	O=C1COc2ccc(C(=O)NCc3ccc4c(c3)OCO4)cc2N1
  29%	45%[activator]	-7	-2%	-2%	2%	1%	-2%	-32%
33	COc1ccc(CCNC(=O)c2cc3c(=O)n4cccc(C)c4nc3s2)cc1OC
  16%	0%	-3	-4%	0%	-2%	-1%	10%	28µM*
34	CCCn1nnnc1NCc1ccccc1Cl
  31%	1%	-7	0%	-7%	-3%	1%	7%	12%
35	COc1ccc(S(=O)(=O)NCC2CCCO2)cc1Cl (stereo unspecified)
  52%[activator]	-14%	-1	-14%	0%	-2%	-3%	-4%	27%[59 µM]
36	O=C(N/N=C/c1cc(Br)c(O)c(Br)c1O)c1ccc2c(c1)OCCO2
  -3%	-15%	5	40µM*	-5%	-3%	0%	45µM*	?
37	O=C(CSc1nnc(Cc2cccs2)n1Cc1ccco1)Nc1cccc(Cl)c1
  11%	-1%	-2	-22%	-10%	6%	4%	?	9%[59 µM]
38	COc1ccc(N2CCN(C3CCCCC3NS(=O)(=O)c3ccccc3)CC2)cc1 (stereo unspecified)
  ?	4%	-2	?	-5%	-2%	45%[activator]	18µM*	22µM*
39	CC(=O)c1ccc(Nc2ccc(-c3ccccc3F)nn2)cc1
  20%	7%	-1	?	-1%	-1%	0%	-6%	-39%
40	CC1CCCN(C(=O)c2cc3ccccc3cc2O)C1 (stereo unspecified)
  28%	0%	-2	-13%	-9%	-5%	-11%	-17%	9%
41	Cc1cc(=O)[nH]c(N2CCN(c3ccc(Cl)cc3)CC2)n1
  58%[activator]	5%	2	-22%	i	-6%	41%[activator]	·	·

In the list so far, these contain an aryl thioether with sulfur outside any ring:
Every second line gives: HP1b binding inh	ERG Ets-DNA blk	PI4K2A inh	JMJD2A Tudor inh	Tb PGK inh	Pin1 inhibitor	GLS inhibitor	BAZ2B inh	G9a inh
18	COc1cc(OC)cc(-n2nnnc2SCC(=O)NCCc2ccc(OC)c(OC)c2)c1
  20%	-1%	10	-13%	-5%	2%	-4%	-18%	-23%
37	O=C(CSc1nnc(Cc2cccs2)n1Cc1ccco1)Nc1cccc(Cl)c1
  11%	-1%	-2	-22%	-10%	6%	4%	?	9%[59 µM]

Compounds were not picked by outcome; about 11% have a hit in one of these screens.
